# Source: PubChem
# TGFb SMAD3 inh = inhibitors of TGF-b signaling; HepG2 CAGA-GFP TGF-b/SMAD3 reporter, GFP fluorescence, 18 h; TGF-beta stimulated, 500 pg/mL final; Potency, µM (titrated, usually from 46.1 µM), inactives show at the highest dose activity, negative = inhibition, usual class: inhibitors; AID 588855; 1.2% of 410,000 active; also: potency is read from the fitted curve at half-maximal effect; % is scaled to controls: 0 for no effect and ±100 for the full control effect; nearly all actives have a fitted effect of over 65% in size
#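 HEPG2 CAGA-GFP reporter cells (1000/well, DMEM with 1% FBS) received compounds, then recombinant TGF-beta at 500 pg/mL final for 18 hours at 37 degrees C. Per-cell GFP summed per well was normalised to unstimulated and stimulated DMSO controls before curve fitting.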
# Nrf2 inh = blocks Nrf2 signaling; A549 ARE-Fluc reporter, luciferase luminescence, 18-24 h; 2.1% of 360,000 active; Potency, µM (highest dose often 46 µM), without a hit: top-dose activity change, negative = inhibition, actives largely listed as inhibitors; also: potency is read from the fitted curve at half-maximal effect; % is scaled to controls: 0 for no effect and ±100 for the full control effect; nearly all actives have a fitted effect of over 60% in size
#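 A549 ARE_Fluc cells, 5000/well, 5% FBS OPTI-MEM; compounds in dose-response, 18-24 h at 37 °C/5% CO2; CellTiter-Fluor viability read (Ex 405/Em 525), then BugLite luciferase luminescence = Nrf2 activity.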
# Nrf2 activator = activators of Nrf2 (ARE) signaling. AREc32 ARE-luciferase reporter (MCF7-derived line), luminescence, 24 h. Potency, µM (highest dose often 46.1 µM), without a hit: top-dose activation, actives largely listed as activators. 0.31% of 410,000 active. AID 624171; also: potency is read from the fitted curve at half-maximal effect; % of control where 0% means no effect; nearly all actives have a fitted effect of over 65% in size
#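 ARE-driven firefly luciferase activity in AREc32 cells measured after a 24 hr compound exposure at 37 deg C, using Steady-Glo reagent and a 30 min room-temperature hold.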
# IL-1B inflam inh = inflammasome signaling inhibition, IL-1 beta readout; THP-1 LPS/ATP IL-1B secretion, AlphaLISA, 16 h; active compounds read low; activity change, % at 57.5 µM; 4.7% of 360,000 active; in the data active = activity change below about -50%; inconclusive = mostly about -30% to -49%; also: % is scaled to controls: 0 for no effect and ±100 for the full control effect
#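 Secreted IL-1B measured by AlphaLISA bead assay after 16 h compound exposure of THP-1 cells; compounds (final up to 57.5 uM) added 1 h before LPS (250 ng/mL) and ATP (1.25 mM) stimulation; lower signal means less secretion.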
# HepG2 tox = counter-screen for TGF-b inhibitors: cytotoxicity in HepG2 cells; 0.76% of 410,000 active; Potency, µM (titrated, usually from 46.1 µM), inactives show at the top dose activity change, negative = cytotoxicity, actives largely listed as cytotoxic; HepG2 CAGA-GFP viability, ATP luminescence, 18 h; also: potency is read from the fitted curve at half-maximal effect; some results filed as inactive show a strong effect at the top dose
#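 CellTiter-Glo luminescence gave cytotoxicity after 18 hours at 37 degrees C. The cells were HepG2 CAGA-GFP in 1% FBS DMEM, stimulated with 500 pg/mL TGF-beta after compound addition. %Activity was normalised to no-cell wells (complete cell-killing) and DMSO (no toxicity), and curves were fitted and classified.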
# MCF10A rerep = induces DNA re-replication in MCF 10a normal breast cells; MCF 10A DNA re-replication, Hoechst nuclear intensity, 48 h; Potency, µM (titrated, usually from 46.1 µM), for inactives: top-dose activity, positive = re-replication, usual class: activators; 2.9% of 350,000 active; AID 624296; also: potency is read from the fitted curve at half-maximal effect; % of control where 0% means no effect; nearly all actives have a fitted effect of over 50% in size
# ATXN2 expr inh = reduces ATXN2 reporter expression in HEK-293 cells. Potency, µM (top dose mostly 57 µM), inactives show at the highest dose activity change, negative = inhibition, hits mostly inhibitors. 0.72% of 360,000 active. HEK-293 ATXN2-luciferase reporter, luminescence, 24 h; also: potency is read from the fitted curve at half-maximal effect; % is scaled to controls: 0 for no effect and ±100 for the full control effect; nearly all actives have a fitted effect of over 55% in size
#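 ATXN2-luciferase reporter cells (luciferase flanked by upstream and downstream ATXN2 gene portions) were treated 24 h at 37 °C with compounds at up to 57 uM. SteadyGlo luminescence gave expression; GF-AFC fluorescence gave viability.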
# A549 viability = kills or reduces viability of A549 cells in Nrf2 counter-screen. A549 ARE-Fluc cells, CellTiter-Fluor viability, 18-24 h. Potency, µM (highest dose often 46 µM), for inactives: top-dose activity change, negative = cytotoxicity, most hits filed as inhibitors. 0.16% of 390,000 active. AID 504648; also: potency is read from the fitted curve at half-maximal effect; % is scaled to controls: 0 for no effect and ±100 for the full control effect
#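 A549 ARE-Fluc cells in 5% FBS OPTI-MEM, 5000 cells/well, rested 2 h then exposed to compounds in concentration-response for 18-24 h at 37 °C. Viability by CellTiter-Fluor fluorescence (Ex 405/Em 525) after 30 min; luciferase luminescence (BugLite, 15 min, RT) read afterwards.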
# ATXN viability = viability counter-screen for ATXN expression inhibitors; S2 cells (HEK-293 line with an ATXN2-luciferase reporter) viability, CellTiter-Fluor protease fluorescence, 24 h; Potency, µM (highest dose often 56.7 µM), actives largely listed as cytotoxic; 0.49% of 400,000 active; AID 651635; also: potency is read from the fitted curve at half-maximal effect; nearly all actives have a fitted effect of over 40% in size
# Numbers without * were called inactive; i = inactive; ? = inconclusive; . = not tested or not shown; [ ] = dose if it differs, or a comment. Unless noted, calls follow the shape of the dose curve; as a rule, active = well fitted curve in the direction sought with a large enough effect; inconclusive = small, poorly fitted or top-dose-only effect, or another doubt; inactive = no such curve, though single readings can be large; an effect the other way counts as inactive or inconclusive.
# Each structure is followed by: TGFb SMAD3 inh	Nrf2 inh	Nrf2 activator	IL-1B inflam inh	HepG2 tox	MCF10A rerep	ATXN2 expr inh	A549 viability	ATXN viability
- CC(=O)c1c(C)oc2c(Br)cc(NS(=O)(=O)c3ccc(Br)cc3)cc12
  8%	.	-1.3%	.	1%	.	-2%	5%	i
- Cn1nnnc1SCC(=O)N1CCN(Cc2ccccc2)CC1
  -3%	-12%	0.3%	-4	-9%	?	13%	8%	i
- COc1ccc(OC)c(CN2CCN(Cc3cccc4ccccc34)CC2)c1
  -10%	1%	-0.9%	-29	4%	?	.	-8%	?
- NS(=O)(=O)c1ccc(N=Cc2c(O)c3ccccc3oc2=O)cc1
  ?	-16%	15%	-11	-17%	0%	-20%	-9%	i
- CN1CCN(C(=O)c2ccccc2NC(=O)C(C)(C)C)CC1
  1%	0%	-0.5%	15	-22%	0%	-9%	-5%	i
- O=C(CNC(=O)CNC(=O)c1ccc(Cl)cc1Cl)NCc1cccc(Cl)c1
  -22%	0%	0.1%	-1	-1%	0%	3%	2%	i
- COc1ccc(N(C(=O)c2csnn2)C(C(=O)NC2CCCC2)c2cccs2)cc1 (stereo unspecified)
  -8%	0%	-0.3%	6	4%	16%	4%	-8%	i
- Cc1cc2ncn(CC(O)COC3CCCCC3)c2cc1C (stereo unspecified)
  14%	-15%	-0.1%	24	3%	1%	-7%	-8%	?
- Cc1ccc(S(=O)(=O)Nc2c(C)nc3nc(C)[nH]n3c2=O)cc1
  1%	7%	-0.3%	-12	-12%	-21%	3%	3%	i
- CC(=O)N1CCN(Cc2nc3cc(NC(=O)COc4cccc(C)c4)ccc3n2C)CC1
  6%	23µM*	-0.5%	38	1%	8%	-10%	-5%	i
- CCC(Cc1ccccc1)NC(=O)Cn1nc(C)n2c(cc3occc32)c1=O (stereo unspecified)
  -15%	13%	-1.0%	.	-2%	.	11%	-15%	i
- COc1ccc(C=CC(=O)c2ccc(OCc3ccccc3)c(OC)c2)cc1OC
  -4%	.	?	-6	-15%	.	.	.	?
- CC(C)CCN1CCNC(=O)C1CC(=O)N(C)CCCN1CCOCC1 (stereo unspecified)
  ?	2%	0.4%	0	-13%	-1%	0%	-4%	i
- COc1ccccc1CNC(=O)C1CCN(S(=O)(=O)c2ccc3c(c2)CC(C)N3C(=O)C2CC2)CC1 (stereo unspecified)
  0%	8%	0.3%	-26	-5%	2%	-17%	-2%	i
- CC(C)(C)c1cc(CN2CCN(CCO)CC2)cc(C(C)(C)C)c1O
  ?	-3%	3.5%	-1	3%	2%	-6%	3%	i

# Three compounds from above, arranged by the number in IL-1B inflam inh, lowest first:
smiles	IL-1B inflam inh
COc1ccccc1CNC(=O)C1CCN(S(=O)(=O)c2ccc3c(c2)CC(C)N3C(=O)C2CC2)CC1 (stereo unspecified)	-26
CC(C)(C)c1cc(CN2CCN(CCO)CC2)cc(C(C)(C)C)c1O	-1
CN1CCN(C(=O)c2ccccc2NC(=O)C(C)(C)C)CC1	15

# Following part.
# Each structure is followed by: TGFb SMAD3 inh	Nrf2 inh	Nrf2 activator	IL-1B inflam inh	HepG2 tox	MCF10A rerep	ATXN2 expr inh	A549 viability	ATXN viability
- C=CCNC(=O)CCNS(=O)(=O)c1ccc(Br)cc1
  7%	11%	-0.5%	-2	-6%	3%	0%	-6%	i
- COc1ccccc1CN(Cc1cccnc1)S(=O)(=O)c1ccc(-n2cnnn2)c(OC)c1
  -1%	7%	-0.2%	-12	-11%	11%	3%	-14%	i
- CCOC(=O)CCn1c(CC(=O)OCC)nc2ccccc21
  -5%	.	-0.3%	11	0%	-4%	0%	-1%	i
- CCCN(CC(=O)Nc1cc(Cl)ccc1Cl)C(=O)/C=C/c1ccco1
  1%	-19%	11µM*	-2	6%	10%	4%	1%	i
- Cc1ccc(NC(C#N)c2ccccc2OCc2ccccc2)cc1 (stereo unspecified)
  -2%	8%	2.7%	31	-6%	18%	21%	3%	i
- CCc1ccccc1NC(=O)c1ccc(CN2C(=O)CCn3nc(C)cc32)cc1
  ?	12%	-1.1%	.	-21%	.	0%	-9%	i
- CN1CCN(c2ccccc2NC(=O)C(Cc2ccccc2)n2cccc2)CC1 (stereo unspecified)
  -5%	0%	-1.5%	-30	-34%	14%	0%	0%	30µM*
- COc1ccc(N(CC(=O)Nc2ccc(S(=O)(=O)N3CCOCC3)cc2)S(=O)(=O)c2ccc(F)cc2)cc1
  -2%	-25%	2.5%	-12	-4%	15%	3%	-4%	i
- CC(=O)C1=C(O)CC(c2ccccc2)CC1=NCCc1c(C)[nH]c2ccc(C)cc12 (stereo unspecified)
  -5%	16%	-0.6%	1	-8%	?	-23%	14%	i
- O=C(OC1CCCCC1=O)c1cc(=O)c2ccccc2o1 (stereo unspecified)
  25%	11%	0.2%	28	6%	0%	1%	-5%	i
- CN(CCO)c1ccc(-c2n[nH]c(=O)c3ccccc23)cc1[N+](=O)[O-]
  -7%	?	2.2%	-1	-35%	1%	-3%	-8%	i
- CC(NC(=O)CSCc1ccccc1Br)c1ccccc1 (stereo unspecified)
  0%	-12%	-0.3%	2	19%	14%	48%[activator]	8%	i
- Cc1cccc(NC(=O)CNC(=O)[C@H]2O[C@@H](n3ccc(N)nc3=O)[C@H](O)[C@@H]2O)c1C
  -1%	.	-0.4%	2	10%	.	0%	.	i
- O=C(NCCN1CCOCC1)c1ccc(CS(=O)(=O)Cc2ccccc2F)o1
  13%	14%	-0.5%	0	10%	-2%	-1%	-2%	i
- Cc1cccc(NC(=O)C2CCN(S(=O)(=O)c3c(C)noc3/C=C/c3ccco3)CC2)c1C
  -22%	-15%	0.0%	.	-16%	.	.	-1%	.

# Exported as labelled records: entries from further up
O=C(OC1CCCCC1=O)c1cc(=O)c2ccccc2o1 (stereo unspecified)
  TGFb SMAD3 inh: 25%
  Nrf2 inh: 11%
  Nrf2 activator: 0.2%
  IL-1B inflam inh: 28
  HepG2 tox: 6%
  MCF10A rerep: 0%
  ATXN2 expr inh: 1%
  A549 viability: -5%
  ATXN viability: i
CN(CCO)c1ccc(-c2n[nH]c(=O)c3ccccc23)cc1[N+](=O)[O-]
  TGFb SMAD3 inh: -7%
  Nrf2 inh: ?
  Nrf2 activator: 2.2%
  IL-1B inflam inh: -1
  HepG2 tox: -35%
  MCF10A rerep: 1%
  ATXN2 expr inh: -3%
  A549 viability: -8%
  ATXN viability: i
CC(NC(=O)CSCc1ccccc1Br)c1ccccc1 (stereo unspecified)
  TGFb SMAD3 inh: 0%
  Nrf2 inh: -12%
  Nrf2 activator: -0.3%
  IL-1B inflam inh: 2
  HepG2 tox: 19%
  MCF10A rerep: 14%
  ATXN2 expr inh: 48%[activator]
  A549 viability: 8%
  ATXN viability: i
Cc1cccc(NC(=O)CNC(=O)[C@H]2O[C@@H](n3ccc(N)nc3=O)[C@H](O)[C@@H]2O)c1C
  TGFb SMAD3 inh: -1%
  Nrf2 inh: .
  Nrf2 activator: -0.4%
  IL-1B inflam inh: 2
  HepG2 tox: 10%
  MCF10A rerep: .
  ATXN2 expr inh: 0%
  A549 viability: .
  ATXN viability: i

# Following part:
SMILES	TGFb SMAD3 inh	Nrf2 inh	Nrf2 activator	IL-1B inflam inh	HepG2 tox	MCF10A rerep	ATXN2 expr inh	A549 viability	ATXN viability
CC1CCCCN1C(=O)Cn1c(=O)oc2cc(S(=O)(=O)N3CCCC3)ccc21 (stereo unspecified)	0%	8%	-1.2%	-3	9%	9%	5%	0%	i
CN(C)c1nc(C(N)=O)nc(N2CCOCC2)n1	-2%	-3%	0.4%	-2	-2%	-180%[0.0737 µM]	-6%	-2%	i
c1ccc(CNc2nc3ccccc3n3cnnc23)cc1	-1%	?	4.0%	-19	-4%	-6%	-9%	7%	i
COc1ccc(-n2c(Cc3cccn3C)nnc2SCC(=O)NCC2CCCO2)cc1 (stereo unspecified)	3%	23%	0.2%	18	2%	-1%	6%	-1%	i
Cc1ccc2nc(/C(C#N)=C/c3ccccc3C(=O)O)[nH]c2c1	14%	0%	3.3%	29	-6%	?	18%	0%	i
Cc1cc(CN2CCC(n3nccc3NC(=O)c3ccccc3C)CC2)n[nH]1	-2%	1%	-0.6%	0	-21%	8%	1%	12%	i
COC(=O)c1ccc(Cn2cc(C(F)(F)F)cc([N+](=O)[O-])c2=O)cc1	24%	-11%	-0.1%	8	0%	0%	-11%	-6%	i
CC(=O)N(C)/C=C1\Sc2ccccc2C1=O	0%	.	?	20	-5%	2%	12%	-6%	i
COc1ccc2nc(N(Cc3cccnc3)C(=O)Cc3ccccc3)sc2c1	-36%	.	2.9%	.	-19%	.	.	-2%	.
Cc1ccc2oc(=O)c(/C=C(\O)c3cccs3)nc2c1	-17%	?	16µM*	.	-39%	?	33%[activator]	0%	i
N#CC1(NC(=O)CN2C(=O)c3ccccc3C2=O)CCCCC1	-8%	-17%	-0.8%	4	-3%	2%	-2%	0%	i
CC1CCc2c(sc3nnn(CC(=O)Nc4ccc(Cl)cc4)c(=O)c23)C1 (stereo unspecified)	4%	.	-0.1%	.	25%	.	5%	-3%	i
